# High-throughput results: PubChem BioAssay, several laboratories
# Myeloid diff 2: promotes myeloid progenitor differentiation; ER-HoxA9 myeloid progenitors, lysozyme-GFP differentiation, flow cytometry; 360,000 tested, 1% active; AID 624256; calls only at 10 µM;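 active = normalized GFP-positive differentiation at or above the plate's own cutoff, the solvent-only control mean plus 3 SD; inconclusive = no clear call, values can overlap the other calls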;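 also: cells exposed to compound for four days before flow analysis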
# HEK293 NOD2/NF-kB: NOD2 signaling inhibitors, cell-based, luminescence, uHTS, HEK293 (AID 1566); HEK293 NOD2/NF-kB luciferase reporter, luminescence; higher % means a stronger effect; inhibition, % at 4 µM, or EC50 in µM where a hit was titrated; 290,000 tested, 0.63% active; also: many of its hits are not listed in these tables
# T cell HTS: T cell immune modulators affecting CD8 T cell-vesicle binding; 2C CD8+ T cell-vesicle binding, flow cytometry; stronger effect = lower value; calls only at 7 µM; 330,000 tested, 0.068% active; AID 2052;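 active = response, share of CD8 T cells binding vesicles, and their 90th percentile fluorescence all below set limits, cut at about 80% in these data, passing the limit was not always enough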
#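 incubation = binding step 1.5 h, 37 °C, antibody labelling 20 min, ice | test system = 2C mouse CD8+ T cells | read-out basis = percent CD8+ FL2 mean versus row control | controls = Peptide-free naked vesicles (low) and QL9 vesicles with 0.7% DMSO vehicle (high) | detection = flow cytometry of vesicle-bound cells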
# NOD1 NF-kB reporter: inhibition of NOD1-driven NF-kB reporter – cell-based, luminescence, uHTS, primary screen (AID 1578); NOD1-driven NF-kB luciferase reporter cells, luminescence; higher % means a stronger effect; inhibition, % at 4 µM, or EC50 in µM where a hit was titrated; 290,000 tested, 1% active; in the data active = inhibition mostly above about 36%, no sharp cut-off; inactive = mostly below about 34%;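 also: HEK-293T reporter cells stimulated with the NOD1 agonist gamma-tri-DAP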
# NTR1 ag: agonists of NTR1, primary screen, imaging, U2OS cells, beta-arrestin-GFP, high content (AID 493036); P30989; NTR1-U2OS beta-arrestin-GFP spot imaging, agonist mode; activation, % at 20 µM; 330,000 tested, 0.17% active;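 active = activation at or above 40% of the spot to cytoplasm intensity ratio, with at least 20 cells analyzed; inconclusive = wells under 20 cells, flagged as cytotoxic or low count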;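 also: 0% = DMSO without peptide and 100% = 100 nM NTR1 peptide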
# Target sequence (P30989 whole entry, looked up): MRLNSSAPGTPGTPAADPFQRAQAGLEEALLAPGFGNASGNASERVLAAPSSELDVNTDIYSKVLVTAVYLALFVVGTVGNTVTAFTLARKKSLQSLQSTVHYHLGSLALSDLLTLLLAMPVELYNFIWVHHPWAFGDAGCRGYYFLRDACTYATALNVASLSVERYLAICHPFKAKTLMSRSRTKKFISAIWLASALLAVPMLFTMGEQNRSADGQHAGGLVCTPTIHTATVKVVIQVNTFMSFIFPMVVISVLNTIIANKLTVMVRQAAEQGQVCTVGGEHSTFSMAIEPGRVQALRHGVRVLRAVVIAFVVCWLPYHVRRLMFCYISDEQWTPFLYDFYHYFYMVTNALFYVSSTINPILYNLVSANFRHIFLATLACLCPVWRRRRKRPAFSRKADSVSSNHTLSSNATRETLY
# KOR beta-arrestin-1: KOR agonists, beta-arrestin recruitment, primary screen, cell-based, luminescence, uHTS (AID 1777). KOR beta-arrestin recruitment, luminescence; higher % means a stronger effect. activation, % at 10 µM, or EC50 in µM where a hit was titrated. 280,000 tested, 0.02% active; in the data active = activation above about 50%, passing the limit was not always enough; also: a part of the inactive calls stands beside numbers as strong as those of hits
# GPR55 antagonists: GPR55 antagonists blocking LPI-driven arrestin recruitment, primary screen, imaging, U2OS, beta-arrestin-GFP, LPI agonist (AID 2013); U2OS GPR55 beta-arrestin-GFP translocation imaging, LPI antagonism; higher % means a stronger effect; inhibition, % at 10 µM, or IC50 in µM where a hit was titrated; 290,000 tested, 0.13% active;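 active = spots per cell inhibited over 60%, with over 100 cells counted and total cytoplasm intensity under 500,000; inconclusive = wells with under 100 cells, flagged as likely toxic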;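 also: U2OS cells stably carrying GPR55 and arrestin-GFP stimulated by 5 µM LPI near EC80; imaged beta-arrestin-GFP aggregate spots per cell after agonist stimulation; plate controls were LPI-stimulated DMSO wells for no effect and DMSO wells without LPI for full effect; some results filed as inactive read as strong as hits; confirmed hits need IC50 under 10 µM and bright autofluorescent wells are also inconclusive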
# KOR beta-arrestin-2: kappa opioid receptor blockers – cell-based, luminescence, uHTS (AID 1778) | KOR beta-arrestin recruitment, luminescence, antagonist mode; higher % means a stronger effect | 290,000 tested, 0.091% active | inhibition, % at 10 µM, or IC50 in µM where a hit was titrated; also: strong numbers were not always called active
# GPR55 activation: selective activators of receptor GPR55 – imaging, U2OS cells, beta-arrestin-GFP redistribution, primary screen (AID 1961) | U2OS GPR55 beta-arrestin-GFP redistribution imaging; higher % means a stronger effect | activation, % at 10 µM, or EC50 in µM where a hit was titrated | 290,000 tested, 0.048% active;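 active = activation above 40% with more than 50 cells counted in the well; inconclusive = wells holding fewer than 50 cells, flagged as toxic or sparse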;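 also: U2OS osteosarcoma cells stably expressing GPR55 and beta-arrestin-GFP; plate controls were DMSO negative control for no effect and LPI positive control for full effect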
# T cell HTS vesicle-bound %: recorded beside T cell HTS, whose call it bears; double positive events, %; measured here: CD8+ vesicle-bound cell fraction;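 binding gate set so that unloaded-vesicle control wells show 10% double positive cells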
# NTR1 ag cell count 20 µM: further read-out of NTR1 ag, marked with its call; cell count; measured here: cell count, cytotoxicity flag
# Myeloid diff 2 GFP+ MAC1+ %: second read-out of Myeloid diff 2, no call of its own (marks repeat the call); GFP+ MAC1+ double positive, %; measured here: differentiation confirmed by MAC1 staining
# Active calls of the source: *; i = inactive; ? = inconclusive; . = no result given; [ ] = dose if it differs, or a comment. Rule as the data show it, unless noted: active = inhibition above about 50%; inactive = the rest. A portion of the library. The share of hits here may be higher or lower than overall.
# Values run as follows: Myeloid diff 2	Myeloid diff 2 GFP+ MAC1+ %	HEK293 NOD2/NF-kB	T cell HTS	T cell HTS vesicle-bound %	NOD1 NF-kB reporter	NTR1 ag	NTR1 ag cell count 20 µM	KOR beta-arrestin-1	GPR55 antagonists	KOR beta-arrestin-2	GPR55 activation
> CCOc1cc(Cl)c(NC(C)=O)cc1OCC
  i	1.6	13.3%	i	6.8	-38.2%	-0.6	85	-1.3%	-8.7%	-21.4%	-0.3%
> Cc1ccc(-c2nc3ccc(C(=O)O)cc3nc2-c2ccc(C)cc2)cc1
  i	0.6	30.6%	i	37.5	13.1%	11.9	89	2.7%	4.4%	-39.8%	0.2%
> Cc1cc(S(=O)(=O)N2CCCCC2)c(C)s1
  i	2.0	7.3%	i	5.3	-19.9%	-0.3	58	-2.3%	-23.9%	-18.9%	-0.2%
> CCc1c(C)c2cc(Cl)c(O)c(CN3CCCC3)c2oc1=O
  i	0.5	-9.5%	i	19.0	-9.6%	-1.2	95	-1.9%	6.8%	-24.2%	0.0%
> Cc1ccc2nc(-c3ccc(SCC(=O)Nc4cc(C)on4)nc3)[nH]c2c1
  i	0.6	-127.5%	i	67.2	-40.2%	-0.8	64	9.8%	-1.3%	-3.1%	-0.2%
> O=C(C1=C[C@@H](c2ccc(C(F)(F)F)cc2)C[C@@H](OCc2ccc(CO)cc2)O1)N1CCN(Cc2ccccc2)CC1
  i	2.0	19.1%	i	41.6	-18.6%	20.0	81	-3.2%	1.0%	11.4%	-0.2%
> C#CCOC(=O)Nc1cnccc1C(F)(F)F
  i	1.2	13.5%	i	27.6	-4.7%	-1.1	39	0.3%	0.2%	27.4%	-0.1%
> CCOc1ccc(N(C)S(=O)(=O)c2ccc3[nH]cc(C(=O)NCCOC)c(=O)c3c2)cc1
  i	0.8	3.7%	i	55.3	-12.1%	7.1	54	7.1%	2.4%	-4.6%	0.1%
> CC(=O)c1cccc(N(CC(=O)NC2CCCCC2)C(=O)Cn2nnc(-c3ccccc3)n2)c1
  i	1.4	-1.2%	i	25.0	-39.6%	-1.3	46	0.1%	2.3%	17.5%	-0.2%
> CCOc1ccccc1NC(=O)Nc1ccc(OC)nc1
  i	0.7	-1.6%	i	13.0	-10.8%	.	.	-4.2%	6.7%	-3.0%	0.5%
> O=C(C1CCN(S(=O)(=O)N2CCCC2)CC1)N1CCCCC1
  i	8.1	13.9%	i	14.0	12.5%	0.5	50	-2.3%	-3.0%	13.8%	-0.1%
> COC(=O)c1ccccc1NC(=S)NC(=O)C1CC1
  i	6.4	8.4%	i	33.2	-28.5%	0.2	40	-2.9%	4.1%	-17.7%	-0.2%
> CC(=O)N1CCN(c2ccc(NC(=O)c3ccc4c(c3)OCO4)cc2)CC1
  i	0.8	0.9%	i	8.4	-16.7%	-1.8	75	18.0%	5.4%	22.3%	-0.3%
> COc1ccc(N2CC(C(=O)N[C@H](C(=O)NC(C)c3ccccc3)C(C)C)CC2=O)cc1 (stereo partly specified)
  i	0.5	13.2%	i	10.4	-14.2%	-0.1	58	-0.8%	6.1%	-5.3%	0.2%
> O=C(C1CCN(S(=O)(=O)c2cccc3nsnc23)CC1)N1CCCCC1
  i	1.4	1.4%	i	16.2	-6.8%	-1.2	51	2.0%	15.0%	27.7%	0.2%
> CCOc1ccc(CN(CCO)CCO)cc1[N+](=O)[O-]
  i	0.9	6.8%	i	12.7	.	0.5	41	-0.1%	29.9%	-17.7%	-0.1%
> CC(NC(=O)c1cccnc1)C(c1cccs1)N1CCOCC1 (stereo unspecified)
  i	7.6	5.5%	.	.	-29.5%	-0.1	49	14.5%	-4.5%	-9.4%	-0.3%
> O=c1[nH]c(CN2CCN(CCO)CC2)nc2ccccc12
  i	0.4	13.6%	i	50.7	-13.3%	-0.2	48	7.4%	-0.3%	15.7%	-0.3%
> Cc1ccc(-c2nnc(N3CCC(C)CC3)c3ccccc23)cc1C
  i	1.0	17.3%	i	39.2	-4.5%	16.9	39	-1.9%	16.9%	17.3%	0.6%
> CCOc1ccc(CN2CCN(CCCc3ccccc3)C(CCO)C2)cc1 (stereo unspecified)
  i	0.6	-26.5%	i	61.8	-2.3%	1.0	66	-1.9%	2.2%	-44.1%[20 µM]	-0.2%
> Cn1cc([N+](=O)[O-])cc1-c1nc2ccccc2n1C
  .	.	7.5%	i	64.7	-23.9%	0.1	66	0.1%	2.2%	-56.0%[20 µM]	-0.1%
> Cn1c(NC(=O)Cc2cccs2)cc(=O)n(C)c1=O
  i	2.7	2.8%	i	44.6	-3.2%	1.1	46	3.5%	-1.0%	5.0%	-0.1%
> COc1ccc2[nH]c(C(=O)N/N=C/c3ccc(OC)c(O)c3)cc2c1
  ?	.	-20.1%	i	70.8	15.6%	1.8	83	-9.3%	-8.1%	-33.7%	0.2%
> COC(=O)C(NC(=O)CN1C(=O)c2ccccc2C1=O)c1ccc(O)c(OC)c1 (stereo unspecified)
  i	0.4	8.5%	i	14.3	0.9%	-1.2	62	-2.7%	7.1%	9.5%	-0.2%
> COC(=O)C1(CCSC)NC(c2ccccc2F)C2C(=O)N(c3ccc4c(c3)OCCO4)C(=O)C21 (stereo unspecified)
  i	1.2	-0.7%	i	23.1	-35.7%	0.9	58	-0.9%	5.5%	-14.3%	0.0%
> Cc1ccc(/S(C)=N/S(=O)(=O)c2ccc(C)cc2)cc1 (stereo unspecified)
  i	1.6	6.3%	i	23.9	5.0%	-0.5	37	-1.6%	.	12.2%	-0.1%
> Cc1cc(=O)oc(C)c1C(=O)Nc1cccnc1Cl
  i	0.4	-14.1%	i	26.8	-11.8%	0.1	46	-3.5%	2.3%	-22.9%	-0.1%
> COc1ccc(OCCCC(=O)Nc2nnc(C3CCCO3)s2)cc1 (stereo unspecified)
  i	0.5	13.1%	i	53.1	-10.1%	3.6	94	-7.1%	-8.0%	12.0%	-0.1%
> COC(=O)CN1C(=S)N(C)C(=O)/C1=C/c1cccs1
  i	0.2	-2.5%	i	52.0	-25.8%	-0.6	77	-6.2%	-9.3%	-9.1%[20 µM]	0.2%
> COCCNC(=O)COc1coc(CN2CCN(Cc3ccccc3)CC2)cc1=O
  i	5.8	-4.1%	i	30.9	-0.2%	-0.1	63	1.5%	7.8%	-8.5%	0.2%
> CCNc1nc(-c2ccc(Cl)cc2)cs1
  .	.	-49.3%	i	29.4	-32.1%	-1.5	29	-2.6%	7.5%	-4.6%	0.7%
> COc1cc(/C=N/NC(=O)c2ccc3nc[nH]c3c2)cc(OC)c1OC
  .	.	-6.5%	i	42.5	-8.0%	-0.9	47	-7.5%	3.1%	12.2%	0.2%
> Cn1c(SCC(=O)Nc2ccc3c(c2)oc2ccccc23)nnc1-c1ccccc1
  i	1.8	-16.6%	i	48.7	-39.1%	2.0	68	5.3%	-3.1%	0.9%	0.0%
> COc1ccc2oc(-c3ccc(C)c(NC(=O)c4ccc(N5CCOCC5)c([N+](=O)[O-])c4)c3)nc2c1
  ?	.	-91.5%	i	7.1	.	7.1	46	1.8%	-4.7%	-87.0%	0.5%
> O=C(N/N=C/c1ccoc1)c1ccc(Cl)cc1Cl
  i	2.6	-8.3%	i	61.6	-10.1%	-0.5	56	9.9%	3.1%	-0.4%	-0.1%
> CC(OC(=O)Cn1c(C(F)(F)F)nc2ccccc21)C(=O)N1CCCc2ccccc21 (stereo unspecified)
  i	0.9	1.5%	i	6.0	7.6%	1.3	47	-4.4%	8.8%	-13.1%	-0.1%
> CCCCc1cn(C[C@H]2CC[C@@H]([C@@H]3CC[C@H](Cn4cc(CCCC)nn4)O3)O2)nn1
  i	1.0	0.0%	i	11.2	-4.8%	0.6	50	0.9%	13.4%	-14.3%[20 µM]	-0.2%
> Cc1ccc(CCC(=O)Nc2nccs2)o1
  i	1.2	0.1%	i	24.8	-0.3%	0.0	57	21.7%	6.7%	18.1%	0.3%
> CC(C)OC(=O)C(C#N)c1nc2ccccc2nc1N1CCN(Cc2ccc3c(c2)OCO3)CC1 (stereo unspecified)
  .	.	11.7%	.	.	-13.9%	.	.	19.7%	4.7%	6.4%	0.5%
> O=C1NC2(CCCCC2)NN1c1ccccc1
  i	0.7	-90.2%	i	53.9	-46.1%	1.0	40	0.8%	11.5%	2.6%	-0.2%
> Cc1ccc(NC(=O)N2CCCC2C(=O)NCCC2=CCCCC2)cc1 (stereo unspecified)
  i	0.8	-6.3%	i	23.7	-21.0%	-2.0	80	-1.8%	-3.2%	-9.3%	-0.3%
> CCC(CC)C(=O)Nc1cccc(C(=O)NCCc2ccc(S(N)(=O)=O)cc2)c1
  i	6.5	-5.5%	i	22.6	-27.2%	-1.5	83	-0.2%	-0.8%	10.0%	-0.1%
> O=C(c1cc([N+](=O)[O-])ccc1Cl)N1CCN(c2ccccc2)CC1
  i	1.5	10.9%	i	45.1	16.6%	-0.2	42	20.2%	-17.0%	-17.2%	0.1%
> NNC(=O)c1ccc(CN2CCCCC2)o1
  i	0.6	1.4%	i	58.8	-20.3%	1.7	79	0.3%	11.3%	14.3%	-0.2%
> FC(F)(F)c1cc(Oc2ccccc2)ncc1-c1nnc(-c2ccccc2Cl)o1
  .	.	25.0%	i	16.4	-13.4%	4.9	43	1.7%	-1.3%	5.9%	0.5%
> O=C(CCCNS(=O)(=O)c1cccs1)N1CCN(c2ccc(F)cc2)CC1
  i	0.8	6.5%	i	10.1	-23.8%	0.8	92	2.3%	3.4%	25.2%	0.2%
> O=C(Nc1cccnc1)c1cc(S(=O)(=O)N2CCOCC2)ccc1Br
  i	0.6	-9.4%	i	63.5	-22.2%	0.1	52	-0.1%	5.0%	4.1%	-0.1%
> Nc1cc(=O)[nH]c(SCC(=O)Nc2nc3ccc([N+](=O)[O-])cc3s2)n1
  .	.	-2.5%	i	11.3	-0.1%	-0.3	35	-10.9%	0.6%	-25.9%[20 µM]	-0.1%
> Cc1nn2c(NCc3ccccn3)c3c(nc2c1-c1ccccc1)CCC3
  ?	.	9.1%	i	58.6	-7.5%	18.3	46	4.8%	8.8%	-52.1%	0.0%
